Screens from PubChem BioAssay.
P. falciparum M1AAP: P. falciparum M1AAP inhibitors, biochemical, fluorogenic H-Leu-NHMec substrate, 1536-well (AID 1445); 220,000 tested, 0.42% active; inhibition, % at 30 µM; hits with a dose series show IC50 in µM; recombinant M1AAP, H-Leu-NHMec fluorogenic kinetic assay; higher % means a stronger effect;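 active = primary inhibition above the hit cutoff, then over 50% inhibition at one or more dose response concentrations, cut at about 23% in these data, passing the limit was not always enough; inconclusive = conflicting primary data, or primary hits not chosen for dose response; inactive = low primary inhibition, or under 50% at every dose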;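 note: plate controls were DMSO full reaction for no effect and no enzyme background for full effect; strong numbers were not always called active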
West Nile antiviral: West Nile virus antiviral activity, cell-based, CPE readout (AID 1621) | West Nile virus-infected cells, CPE inhibition; higher % means a stronger effect | CPE inhibition, % at 10 µM, or IC50 in µM where a hit was titrated | 290,000 tested, 0.02% active; in the data active = a potency from the dose series; inconclusive = CPE inhibition mostly from about 3.7% at the one dose, without a potency; inactive = the rest, 99 in 100 with CPE inhibition below about 2.2%; note: strong numbers were not always called active
PMI inhibitors: inhibitors of human PMI, primary screen, biochemical, fluorescence intensity, coupled assay (AID 1209). inhibition, % at 20 µM, or IC50 in µM where a hit was titrated. 190,000 tested, 0.42% active. purified PMI enzyme, coupled fluorescence intensity; higher % means a stronger effect;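 note: plate controls were DMSO vehicle for no effect and wells lacking substrate for full effect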
T cell HTS: modulates CD8 T cell binding to vesicles. 2C CD8+ T cell-vesicle binding, flow cytometry; stronger effect = lower value. calls only at 7 µM. 330,000 tested, 0.068% active;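 active = response, share of CD8 T cells binding vesicles, and their 90th percentile fluorescence all below set limits, cut at about 80% in these data, passing the limit was not always enough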
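Assay system – 2C mouse CD8+ T cells · Also added – QL9-loaded Drosophila micro-vesicles · Timing – Cell–vesicle co-incubation 1.5 h at 37 °C, staining 20 min on ice · Signal – flow cytometry of vesicle-bound cells · Measure – percent CD8+ FL2 mean versus row control · Controls – Peptide-free naked vesicles (low) and QL9 vesicles with 0.7% DMSO vehicle (high)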
TNAP activation fold: human TNAP enzyme activators, primary screen, biochemical, luminescent, no phosphate acceptor, uHTS (AID 1001) | activation fold at 20 µM, or EC50 in µM where a hit was titrated | purified TNAP, luminescent activation assay, no phosphate acceptor; higher activation fold means a stronger effect | 200,000 tested, 0.03% active; in the data active = activation fold from about 3, or a potency from the dose series; inactive = the rest, 99 in 100 with activation fold below about 1.6; note: many of its hits are not listed in these tables
P. falciparum M17LAP: P. falciparum M17LAP inhibitors, primary screen, biochemical, fluorogenic H-Leu-NHMec substrate, 1536-well (AID 1619) | 220,000 tested, 0.38% active | inhibition, % at 30 µM, or IC50 in µM where a hit was titrated | recombinant M17LAP, H-Leu-NHMec fluorogenic kinetic assay; higher % means a stronger effect;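 active = compound inhibiting the enzyme by more than half at any dose during confirmatory dose-response retesting; inconclusive = strong single-dose inhibitors picked by rank but not retested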;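 note: plate controls were full reaction with DMSO carrier for no effect and no enzyme background for full effect; strong numbers were not always called active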
UTI89 phage lysis: inhibition of K1F phage lysis, E. coli UTI89, bacterial capsule biogenesis inhibitors, alamar blue (AID 488966). E. coli UTI89 K1F phage lysis, alamar blue, 2 h; higher % means a stronger effect. inhibition, % at 100 µM; hits with a dose series show IC50 in µM. 340,000 tested, 0.02% active;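 active = phage lysis inhibition, versus mean bacterial control, above a set limit; inconclusive = no clear call, values can overlap the other calls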;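 note: capsule biogenesis inhibitors block K1F phage lysis so surviving cells raise fluorescence; higher fluorescence means more inhibition of phage lysis; actives were called in the ten point dose series up to 300 µM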
RSV CPE inhibition: RSV antiviral activity via CPE protection, HEp-2 cells, primary 10 µM value included (AID 2391); HEp-2 cells, RSV-induced CPE inhibition; higher % means a stronger effect; CPE inhibition, % at 10 µM, or IC50 in µM where a hit was titrated; 310,000 tested, 0.13% active; in the data active = a potency from the dose series; inconclusive = CPE inhibition mostly from about 23% at the one dose, without a potency; inactive = the rest, 99 in 100 with CPE inhibition below about 21%; note: strong numbers were not always called active
PMI inhibition: human PMI inhibitors, high substrate, primary screen, biochemical, fluorescence intensity, high mannose 6-phosphate (AID 1220); recombinant PMI enzyme, coupled fluorescence intensity; higher % means a stronger effect; inhibition, % at 20 µM, or IC50 in µM where a hit was titrated; 190,000 tested, 0.66% active
T cell HTS vesicle-bound %: second read-out of T cell HTS, no call of its own (marks repeat the call); double positive events, %; measured here: CD8+ vesicle-bound cell fraction;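 binding gate set so that unloaded-vesicle control wells show 10% double positive cells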
* marks the source's active call; other numbers are inactive results; i = inactive; ? = inconclusive; nt = no result given; [ ] = remark or other dose. Cut-off read from the data, not from the text of the source, unless noted: active = inhibition above about 50%; inactive = the rest.

Order of results: PMI inhibitors	T cell HTS	West Nile antiviral	P. falciparum M1AAP	TNAP activation fold	UTI89 phage lysis	PMI inhibition	T cell HTS vesicle-bound %	P. falciparum M17LAP	RSV CPE inhibition
O=C1CC(NNC(=O)c2ccccc2)C(=O)N1 (stereo not drawn)
 : 4%	i	0.5%	0%	1.1	0.3%	2%	38	-24%	-1.6%
O=C(Nc1cc(S(=O)(=O)N2CCOCC2)ccc1N1CCCC1)c1cccnc1Cl
 : nt	i	0.0%	2%	nt	0.3%	nt	8	0%	-1.1%
Cc1onc(-c2c(Cl)cccc2Cl)c1C(=O)NCc1ccccn1
 : -2%	i	0.1%	-5%	1.1	7.0%	-12%	50	-5%	0.1%
Cc1cccc(C)c1NC(=O)CSc1nnc(-c2ccco2)c(-c2ccco2)n1
 : 23%	i	-0.4%	18%	1	-0.3%	47%	45	19µM*	11%
CCCCOC(=O)Nc1ccc2c(C)cc(=O)oc2c1
 : 0%	i	-1.1%	1%	1.1	-0.5%	0%	18	-4%	1.8%
CCOc1cc(-c2c(C#N)c(=O)[nH]c3c2c(C)nn3-c2ccc(F)cc2)ccc1O
 : 1%	i	-0.7%	8%	1.1	-0.5%	-3%	26	13%	20%
COCc1nnc(NC(=O)c2cccc(NC(=O)C(C)C)c2)s1
 : 5%	i	0.3%	-3%	1.1	0.4%	-5%	52	17%	2.5%
CC1=C(C(=O)OCC2CCCO2)C(c2ccc(C)cc2)C2=C(CC(C)(C)CC2=O)N1 (stereo not drawn)
 : 2%	i	-0.9%	6%	1.2	0.0%	-6%	58	-6%	0.5%
C=Cn1c(C(=O)O)ccc1-c1ccc(CC)cc1
 : nt	i	0.3%	5%	nt	-0.3%	nt	50	-1%	1.9%
Cc1cc(C)c2c(n1)SCC(=O)N2CC(=O)Nc1ccc(F)cc1
 : nt	i	-0.5%	nt	nt	2.3%	nt	51	nt	0.6%
CN(CCNC(=O)C1CCN(S(=O)(=O)N2CCOCC2)CC1)CCc1ccccc1
 : 4%	i	-0.1%	5%	1.1	0.2%	1%	56	-1%	0.6%
COc1cc(NC(=O)COC(=O)CSc2cc(C)ccc2C)c(C)cc1[N+](=O)[O-]
 : 13%	i	0.5%	0%	1	0.1%	-4%	55	7%	1.3%
O=C(CCc1c[nH]c2ccccc12)N[C@@H](Cc1c[nH]c2ccc(O)cc12)C(=O)O
 : nt	i	-0.3%	nt	nt	0.2%	nt	57	nt	1.0%
O=[N+]([O-])c1cc(S(=O)(=O)/N=C(/c2ccccc2)N2CCOCC2)ccc1Cl
 : -4%	i	-0.2%	3%	1	0.0%	-2%	38	-2%	1.6%
O=C(NNS(=O)(=O)c1ccccc1)c1cc2cc3ccccc3nc2s1
 : 4%	i	0.1%	15%	1	-0.6%	-3%	54	9%	2.1%
Cc1ccc(C)n1-n1cnc2sc(-c3ccccc3)cc2c1=O
 : 15%	i	0.8%	6%	1.1	0.1%	16%	45	-3%	3.9%
CC(C)Sc1nnc(NC(=O)c2ccc3c(c2)OCO3)s1
 : nt	i	-0.7%	nt	nt	1.7%[50 µM]	nt	26	nt	6.1%
CCc1ccc2[nH]c(=O)c(CN(Cc3ccccc3OC)C(=O)Nc3ccccc3OC)cc2c1
 : 9%	i	2.9%	-6%	1.1	9.9%	35%	12	5%	7.7%
CC(C)N(Cc1ccccc1)S(=O)(=O)c1ccc2c(c1)NC(=O)CO2
 : nt	i	-0.9%	nt	nt	0.0%	nt	13	nt	7.3%
O=C(O)CN1C(=O)/C(=C/c2ccsc2)SC1=S
 : -4%	i	0.8%	2%	1.1	nt	-5%	49	43%	1.8%
Cc1ccc(C(C(=O)NCc2ccc(F)cc2)N(Cc2ccco2)C(=O)c2snc(C(N)=O)c2N)o1 (stereo not drawn)
 : nt	i	-0.4%	nt	nt	0.0%	nt	11	nt	1.0%
COC(CNC(=O)C1CC(=O)N(CCc2ccc(C)cc2)C1)OC (stereo not drawn)
 : nt	i	-0.3%	nt	nt	0.2%	nt	51	nt	0.3%
O=C(NCCCN1CCOCC1)C(=O)NCC1OCCCN1S(=O)(=O)c1cc(F)ccc1F (stereo not drawn)
 : nt	i	0.2%	nt	nt	-0.2%	nt	11	nt	0.3%
CC1(C)CC(=O)C(C2=NC3(CCCCC3)Cc3ccccc32)=C(O)C1
 : -1%	i	-1.3%	3%	1	-1.2%	-2%	47	30%	-0.1%
CCOC(=O)c1cc2nc(-c3ccco3)cc(C(F)(F)F)n2n1
 : 1%	i	-0.1%	14%	1.1	0.0%	2%	44	-5%	0.8%
COC(=O)C1CCN(C(=O)CSc2nc3ccc(OC)cc3[nH]2)CC1
 : -1%	i	-0.1%	0%	1	-1.6%	-4%	3	1%	1.2%
COc1ccccc1C(=O)Nc1ccc2c(c1)CN(Cc1cnc(C)s1)CC2
 : nt	i	-0.4%	nt	nt	0.2%	nt	64	nt	4.0%
CSCCC1(C(=O)O)NC(c2ccccc2O)C2C(=O)N(C(C)C)C(=O)C21 (stereo not drawn)
 : 3%	i	0.0%	-8%	1.1	-1.3%	6%	38	-1%	2.3%
COc1cccc(CN(CC2CCCO2)C(=O)c2cc3ccccc3oc2=O)c1 (stereo not drawn)
 : 9%	i	-0.5%	1%	1	-0.8%	5%	22	-4%	4.9%
COc1ccc(C(=O)NC2CCN(C(=S)Nc3ccc(C)cc3)CC2)cc1
 : 6%	i	-0.7%	4%	1.1	-1.5%	-1%	38	3%	0.4%
Cc1ccc(N2C(=O)C3C(C2=O)C2C=CC3C23CC3)c([N+](=O)[O-])c1 (stereo not drawn)
 : 2%	i	-0.4%	-1%	1	0.1%	12%	68	-3%	0.4%
O=S(=O)(c1ccccc1Cl)N1CCCC(c2nc(-c3cccnc3)no2)C1 (stereo not drawn)
 : 8%	i	-0.4%	2%	1.1	1.4%	1%	8	-3%	-0.7%
CC(O)c1nc2cc([N+](=O)[O-])ccc2n1Cc1ccccc1 (stereo not drawn)
 : nt	i	-1.4%	nt	nt	0.3%	nt	55	nt	0.2%
CCCc1nnc(SCC(=O)NC2CC2)n1CC
 : nt	i	-0.4%	nt	nt	-0.1%	nt	37	nt	0.7%
CCC(C)C(=O)NCCc1ccc(S(N)(=O)=O)cc1 (stereo not drawn)
 : -6%	i	0.0%	-2%	1.1	1.4%	0%	47	-9%	1.7%
CCN(CC)CC(C)OC(=O)c1cc(OC)c(OC)c(OC)c1 (stereo not drawn)
 : 10%	i	-0.2%	11%	1	1.2%	1%	21	-1%	1.5%
N/C(=N\c1nc2ccccc2o1)NC(=O)/C=C/c1ccccc1
 : nt	i	-0.1%	6%	nt	-0.6%	nt	51	3%	0.9%
O=C(COC(=O)c1ccccc1O)Nc1cccnc1Cl
 : -2%	i	0.1%	0%	1	5.7%	0%	46	-10%	1.3%
Cc1cccc(N2Cc3ccccc3C2=NC(=O)c2ccc(Cl)nc2)c1
 : -31%	i	-0.2%	1%	1	0.1%	-20%	60	12%	0.4%
COc1cc(OC)cc(C(=O)N2CCN=C2SCc2cccnc2)c1
 : -1%	i	-0.5%	1%	1.2	-2.1%	-2%	41	-12%	2.3%
CN(C)CCNC(=O)C(=O)NCC1OCCN1S(=O)(=O)c1ccc([N+](=O)[O-])cc1 (stereo not drawn)
 : -10%	i	0.4%	0%	1	-0.9%	-1%	49	4%	0.8%
O=C(Nc1nc(-c2ccccc2)cs1)c1cccs1
 : 4%	i	0.1%	0%	1.1	-4.9%	-4%	63	10%	?
CCn1cc(CCC(=O)NC2CCCC2)c2ccccc21
 : nt	i	0.0%	nt	nt	0.1%	nt	34	nt	1.1%
CCOC(=O)c1c(NC(=O)c2ccn(CC)n2)sc2c1CCCC2
 : 21%	i	1.4%	2%	1	-1.6%	12%	43	2%	18%
CN1CCC/C1=C/C=C1\SC(=S)NC1=O
 : 46%	i	-0.4%	10%	0.7	3.8%	53%*	48	34%	1.2%
CC(C)Oc1ccc2c(c1)OC(c1ccccc1)(C(F)(F)F)NC2=O (stereo not drawn)
 : 0%	i	-0.5%	2%	1.1	1.7%[50 µM]	-1%	50	1%	3.4%
NS(=O)(=O)c1ccc(NC(=S)NNC(=O)CCC(=O)Nc2ccccc2Cl)cc1
 : nt	i	-0.6%	nt	nt	2.0%[50 µM]	nt	8	nt	1.2%
CSc1nc(-c2ccccc2)cc(C(F)(F)F)c1C#N
 : 1%	i	0.5%	4%	1	1.5%[50 µM]	-1%	50	-2%	1.9%
Cc1ccc(OCc2nnc(SCC(=O)NCc3ccccc3)n2C)cc1
 : 3%	i	0.1%	12%	1.1	0.2%	-3%	9	16%	1.2%
COc1cccc(C(NC(C)=O)c2ccc3cccnc3c2O)c1 (stereo not drawn)
 : nt	i	?	nt	nt	0.9%	nt	66	nt	3.7%
COc1cc(OC)c(OC)cc1CNCCNC(=O)c1ccco1
 : nt	i	-0.2%	nt	nt	-0.2%	nt	20	nt	-0.5%
COc1ccc(C(=O)Oc2c(OC)cc(C(=S)N3CCOCC3)cc2OC)cc1
 : nt	i	-0.8%	nt	nt	-1.2%	nt	61	nt	0.4%
Cc1oc(CSCC2CCCO2)cc1C(=O)O (stereo not drawn)
 : 2%	i	0.1%	4%	1	-0.4%[50 µM]	8%	33	11%	1.1%
COc1ccc(-c2nn(C)c(=O)c3ccccc23)cc1NS(C)(=O)=O
 : 10%	i	2.9%	3%	0.9	7.6%	15%	39	4%	-0.7%
CCOC(=O)c1ccc2[nH]c(C)c(CCC(C)=O)c(=O)c2c1
 : 8%	i	0.8%	-2%	1	0.0%	13%	62	1%	1.1%
CCCN(CCC)C(=O)CC(c1ccccc1)c1cc(C)ccc1O (stereo not drawn)
 : 11%	i	0.4%	2%	1.1	-1.3%	14%	51	13%	-1.2%
O=S(=O)(c1ccc2c(c1)OCCO2)N1CCC(n2nnc3cc(F)ccc32)CC1
 : 7%	i	-1.1%	8.2µM*	1.1	0.5%	2%	25	4%	1.3%
